# High-throughput results (PubChem BioAssay)
# Hck-Nef inh = blocks Nef-activated human Hck kinase. P08631. Recombinant Hck-YEEI plus Nef, Z-Lyte FRET kinase assay. inhibition, % at 20 µM. hit rate 0.68% among 220,000. AID 463187;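 active means Hck-Nef kinase inhibition above about 50%, limit read from the data; inactive means inhibition below that limit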;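 further: 0% = DMSO with Hck plus Nef and 100% = Hck alone without Nef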
# Tb hexokinase = blocks Trypanosoma brucei hexokinase 1 activity; recombinant TbHK1, G6PDH-coupled NADH A340; inhibition, % at 10 µM; hit rate 0.11% among 220,000;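 active means inhibition of 50% or more in the single-dose primary screen; inactive means inhibition below 50%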
# PGE2 EP2 inh = inhibitors of human EP2 prostaglandin E2 receptor | inhibition, % at 25 µM | P43116 | C6 glioma cells expressing human EP2, cAMP TR-FRET; cells stimulated with saturating PGE2 | hit rate 0.52% among 260,000;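 active means percent inhibition above 40 after rounding to a whole number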;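 further: rat C6 glioma host cells with rolipram phosphodiesterase inhibitor present; the protocol text gives 20 µM as final concentration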
# Target sequence (P43116 whole entry, looked up): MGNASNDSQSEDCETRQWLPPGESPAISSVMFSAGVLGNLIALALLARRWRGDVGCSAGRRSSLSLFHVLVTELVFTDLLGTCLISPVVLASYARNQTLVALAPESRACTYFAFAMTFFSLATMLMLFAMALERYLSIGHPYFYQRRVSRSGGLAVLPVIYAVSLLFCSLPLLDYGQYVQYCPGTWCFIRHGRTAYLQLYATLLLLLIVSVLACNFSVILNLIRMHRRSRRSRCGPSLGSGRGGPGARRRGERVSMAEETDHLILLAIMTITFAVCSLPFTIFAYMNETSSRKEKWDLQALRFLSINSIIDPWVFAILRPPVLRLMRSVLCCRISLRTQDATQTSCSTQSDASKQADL
# EP2 modulator = modulators of human EP2 prostaglandin E2 receptor; P43116; EP2-expressing cells, cAMP HTRF FRET, PGE2 co-stimulation; hit rate 0.83% among 260,000; AID 940; induction, % at 25 µM;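 active means compounds whose cAMP rise, as percent of the full-agonist control response, exceeds 60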;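 further: rat C6 glioma line stably carrying human EP2 under a CMV promoter; the protocol text gives 20 µM as final concentration; 100% = response of wells given 1 µM PGE2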
# 14-3-3 Bad PPI = disrupts binding of bovine 14-3-3 zeta to phospho-Bad peptide; P63103; TR-FRET 14-3-3zeta/Dy647-pBad peptide displacement, 1 h; AID 781; hit rate 0.71% among 220,000; inhibition, % at 21.7 µM;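 active means inhibition above about 70%, limit read from the data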;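 further: 0% = full 14-3-3 plus peptide FRET controls and 100% = background without 14-3-3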
# Target sequence (P63103 whole entry, looked up): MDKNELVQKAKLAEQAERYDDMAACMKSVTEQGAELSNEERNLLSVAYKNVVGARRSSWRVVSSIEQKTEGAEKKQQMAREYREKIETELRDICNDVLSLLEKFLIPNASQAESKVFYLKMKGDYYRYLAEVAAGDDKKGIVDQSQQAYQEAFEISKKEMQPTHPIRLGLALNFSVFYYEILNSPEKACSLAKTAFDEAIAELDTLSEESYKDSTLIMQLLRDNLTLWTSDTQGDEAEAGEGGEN
# eIF4E 4G PPI = inhibitors of eIF4E and eIF4G interaction in translation initiation; P63073+Q04637; TR-FRET eIF4E-eIF4GI(517-606) binding, 2 h; inhibition, % at 21.7 µM; hit rate 0.37% among 220,000;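 active means inhibition above about 30%, limit read from the data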;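 further: 0% = full FRET control wells and 100% = background wells lacking eIF4GI fragment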
# Rad51 HR inh = Rad51 (human) homologous recombination inhibition. Q06609. hit rate 0.085% among 200,000. inhibition, % at 10 µM. hRad51 DNA strand exchange, fluorescence dequenching;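 active means inhibition above 40% at the single screening dose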;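 further: 0% = DMSO control wells and 100% = blanks with heterologous ssDNA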
# Target sequence (Q06609 whole entry, looked up): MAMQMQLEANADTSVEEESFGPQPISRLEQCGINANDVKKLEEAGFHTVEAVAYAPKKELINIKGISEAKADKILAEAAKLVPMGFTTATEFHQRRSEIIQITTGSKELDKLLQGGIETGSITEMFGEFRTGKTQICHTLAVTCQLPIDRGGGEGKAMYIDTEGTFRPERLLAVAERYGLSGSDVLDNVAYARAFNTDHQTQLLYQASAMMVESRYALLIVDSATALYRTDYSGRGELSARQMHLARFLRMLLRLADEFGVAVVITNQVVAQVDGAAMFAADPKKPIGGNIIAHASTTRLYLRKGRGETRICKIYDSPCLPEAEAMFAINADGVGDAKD
#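 System: human Rad51 nucleoprotein filaments preassembled on unlabelled ssDNA. Reagent: labelled 47-mer dsDNA for strand exchange. Schedule: 30-min compound preincubation and 15-min exchange, both room temperature. Measured by: FRET fluorescence dequenching, excitation 485 nm, emission 520 nm. Read-out: Fluorescence-based percent inhibition, control- and blank-normalised. Benchmarks: plate controls and plate blanks.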
# Calpain2 inh = calpain II (pig) inhibition; purified calpain II, fluorogenic peptide substrate, 30 min; inhibition, % at 16 µM; hit rate 0.37% among 220,000; AID 1236;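 active means inhibition above about 50%, limit read from the data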
# zVAD death inh = blocks zVAD induced death of L929 cells; viability rescue, % at 10 µM; L929 zVAD necroptosis rescue, ATP luminescence, 24 h; with zVAD 60 µM; hit rate 0.38% among 220,000;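 active means activation, scaled between plate controls, above about 75%, limit read from the data; inactive means activation under that limit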;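 further: 0% = zVAD with DMSO and 100% = DMSO alone without zVAD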
# The depositor's hits bear a star; · = no result given; [ ] = another dose, or the depositor's remark.
SMILES,Hck-Nef inh,Tb hexokinase,PGE2 EP2 inh,EP2 modulator,14-3-3 Bad PPI,eIF4E 4G PPI,Rad51 HR inh,Calpain2 inh,zVAD death inh
Cc1cc(OCC(=O)NC2CCN(C)CC2)ccc1[N+](=O)[O-],17,-12,6,-2,-1,-1,1,-11,1.7
CC(=O)Nc1cccc2c1C(=O)N(c1ccc(C)cc1)C2=O,-5,-18,7,-18,-9,1[fluorescence artefact?],-7,-22,·
Cc1ccc(S(=O)(=O)NCCC(=O)N2CCN(Cc3ccccc3)CC2)cc1,-3,-2,1,-6,4,1,-6,9,-0.7
Cc1cccc(NCc2ccccc2)c1,19,-16,6,12,-14,-1,·,-59,13
COc1ccc(-c2nc3nc(C)c(Cc4ccccc4)c(=O)n3[nH]2)cc1,0,-15,4,16,-14,6,-3,-9,1.2
CCN(CC)CC#CCC1(O)c2ccccc2-c2ccccc21,-1,0,-2,-27,43[fluorescence artefact?],-6[fluorescence artefact?],-1,23,-0.2
Cc1ccc(NC(=O)OC(C)CNC(=O)Oc2cccc(C)c2)cc1 (stereo not drawn),-12,4,8,-31,-11,-2,5,-14,3.4
CC(C(=O)NCc1cccs1)N1C(=O)c2ccccc2C1=O (stereo not drawn),0,3,-6,6,18[fluorescence artefact?],-7,2,21,-0.3
CCNc1nc(NC(C)(C)C)nc(Oc2ccc(=O)n(-c3ccccc3)n2)n1,0,-6,9,22,-10,2,10,-9,-0.2
Clc1ccc(-c2c[nH]c3ccccc23)nn1,-5,-5,5,-14,-5,-2,22,-6,1.8
COC(=O)/C(=C(/F)Sc1cc(C)c(O)c(C)c1)C(F)(F)F,0,-12,99*,-20,9,20,8,3,-0.2
C/C(=N\Nc1cccc2cccnc12)c1ccccn1,-12,-9,3,35,-10,2,-4,13,0.7
COc1ccc(C(=O)NC(NC(=S)Nc2ccc(S(N)(=O)=O)cc2)C(Cl)(Cl)Cl)cc1 (stereo not drawn),5,6,5,-19,0,-7,-5,-37,0.0
O=C(Nc1ccc(Br)cc1F)C1CCCO1 (stereo not drawn),3,8,3,15,-8,-7,2,20,-0.4
Nc1cc(-c2ccc(OC(F)(F)F)cc2)nn1-c1ccc(Cl)c(Cl)c1,3,-2,6,7,-5,1,-12,12,1.4
COc1cc(-c2nc(-c3ccc(Br)o3)no2)cc(OC)c1OC,4,-19,8,29,26,4,2,-8,3.9
COc1ccc(N2C(=O)c3ccccc3NC23CCCC3)cc1,-8,-2,5,19,3,-3,4,-22,0.1
Cc1sc(-c2ccncc2)nc1OC(=O)c1cc(Cl)cc(Cl)c1,-2,-12,10,25,6,4,6,-26,1.4
CN(C)c1nn(C(=O)Nc2cccc(C(F)(F)F)c2)cc1-c1ccccc1,0,0,5,17,7,0,3,-23,-0.2
O=C(Nc1ccc2oc(-c3cccc4ccccc34)nc2c1)c1ncn[nH]1,38,-30,11,21,9,-7,0,-196,0.1
Cc1cccc(C(=O)O/N=C2\CCSc3ccc(C)cc32)c1,-1,-2,6,-14,27[fluorescence artefact?],5,-9,19,0.0
Cc1ccccc1NC(=O)c1cccc2nc3ccccc3nc12,1,-1,·,38,-6[fluorescence artefact?],-9[fluorescence artefact?],·,-2,0.4
COc1ccc(COc2cc(-c3cccc(OC)c3)nc3ccc(NC(=O)C(C)C)cc23)cc1,-1,-10,9,-11,-4,-3,-7,-32,7.4
CN(C)CCCN(C(=O)COc1ccccc1)c1nc2c(Cl)cccc2s1,19,11,3,-40,-4,-1,-11,-26,0.5
CC1(C)CC(=O)C(C(N)=NC(=O)c2ccc([N+](=O)[O-])cc2)=C(O)C1,17,-1,6,2,-10,-3,8,-26,41

# 17 entries from above in a different format:
# Every second line gives: Hck-Nef inh | Tb hexokinase | PGE2 EP2 inh | EP2 modulator | 14-3-3 Bad PPI | eIF4E 4G PPI | Rad51 HR inh | Calpain2 inh | zVAD death inh
CC(C(=O)NCc1cccs1)N1C(=O)c2ccccc2C1=O (stereo not drawn)
    0 | 3 | -6 | 6 | 18[fluorescence artefact?] | -7 | 2 | 21 | -0.3
CCNc1nc(NC(C)(C)C)nc(Oc2ccc(=O)n(-c3ccccc3)n2)n1
    0 | -6 | 9 | 22 | -10 | 2 | 10 | -9 | -0.2
Clc1ccc(-c2c[nH]c3ccccc23)nn1
    -5 | -5 | 5 | -14 | -5 | -2 | 22 | -6 | 1.8
COC(=O)/C(=C(/F)Sc1cc(C)c(O)c(C)c1)C(F)(F)F
    0 | -12 | 99* | -20 | 9 | 20 | 8 | 3 | -0.2
C/C(=N\Nc1cccc2cccnc12)c1ccccn1
    -12 | -9 | 3 | 35 | -10 | 2 | -4 | 13 | 0.7
COc1ccc(C(=O)NC(NC(=S)Nc2ccc(S(N)(=O)=O)cc2)C(Cl)(Cl)Cl)cc1 (stereo not drawn)
    5 | 6 | 5 | -19 | 0 | -7 | -5 | -37 | 0.0
O=C(Nc1ccc(Br)cc1F)C1CCCO1 (stereo not drawn)
    3 | 8 | 3 | 15 | -8 | -7 | 2 | 20 | -0.4
Nc1cc(-c2ccc(OC(F)(F)F)cc2)nn1-c1ccc(Cl)c(Cl)c1
    3 | -2 | 6 | 7 | -5 | 1 | -12 | 12 | 1.4
COc1cc(-c2nc(-c3ccc(Br)o3)no2)cc(OC)c1OC
    4 | -19 | 8 | 29 | 26 | 4 | 2 | -8 | 3.9
COc1ccc(N2C(=O)c3ccccc3NC23CCCC3)cc1
    -8 | -2 | 5 | 19 | 3 | -3 | 4 | -22 | 0.1
Cc1sc(-c2ccncc2)nc1OC(=O)c1cc(Cl)cc(Cl)c1
    -2 | -12 | 10 | 25 | 6 | 4 | 6 | -26 | 1.4
CN(C)c1nn(C(=O)Nc2cccc(C(F)(F)F)c2)cc1-c1ccccc1
    0 | 0 | 5 | 17 | 7 | 0 | 3 | -23 | -0.2
O=C(Nc1ccc2oc(-c3cccc4ccccc34)nc2c1)c1ncn[nH]1
    38 | -30 | 11 | 21 | 9 | -7 | 0 | -196 | 0.1
Cc1cccc(C(=O)O/N=C2\CCSc3ccc(C)cc32)c1
    -1 | -2 | 6 | -14 | 27[fluorescence artefact?] | 5 | -9 | 19 | 0.0
Cc1ccccc1NC(=O)c1cccc2nc3ccccc3nc12
    1 | -1 | · | 38 | -6[fluorescence artefact?] | -9[fluorescence artefact?] | · | -2 | 0.4
COc1ccc(COc2cc(-c3cccc(OC)c3)nc3ccc(NC(=O)C(C)C)cc23)cc1
    -1 | -10 | 9 | -11 | -4 | -3 | -7 | -32 | 7.4
CN(C)CCCN(C(=O)COc1ccccc1)c1nc2c(Cl)cccc2s1
    19 | 11 | 3 | -40 | -4 | -1 | -11 | -26 | 0.5

# Additional entries
SMILES,Hck-Nef inh,Tb hexokinase,PGE2 EP2 inh,EP2 modulator,14-3-3 Bad PPI,eIF4E 4G PPI,Rad51 HR inh,Calpain2 inh,zVAD death inh
O=C(CSc1nccc(=O)[nH]1)c1ccccc1Br,5,-3,3,-2,-4,2,-2,29,0.2
COc1cccc(OC)c1NC(=O)NC(=O)c1c(OC)c(Br)cc([N+](=O)[O-])c1OC,14,-15,8,-4,1,-2,12,-1,0.8
CCc1nnc(NC(=O)CSc2nccn2-c2cccc(C)c2C)s1,0,-8,9,19,3,4,-4,-8,1.5
CCc1nnc(NC(=O)CSc2nnc(CSc3nc(C)cc(C)n3)n2C)s1,-1,-9,5,18,12,2,-5,-19,0.1
COc1cccc(C2CC(c3ccc(Cl)cc3)n3nc(N)nc3N2)c1 (stereo not drawn),17,-2,5,-3,1,4,-2,-3,1.6
CCC(C)c1ccccc1NC(=O)COC(=O)c1ccc(C)c(NC(=O)c2ccco2)c1 (stereo not drawn),-2,-9,9,-1,5,7,-6,-30,0.4
COc1ccc([N+](=O)[O-])cc1N(CC(O)CN(C)C)S(=O)(=O)c1ccc(C)cc1 (stereo not drawn),20,-6,12,-17,8,4,4,-32,-1.9
N#Cc1c(N)oc(-c2cccs2)c1-c1cccs1,2,-18,16,17,-5,5,3,-81,0.6
O=C(OCC(=O)N1CCc2ccccc2C1)c1cccc([N+](=O)[O-])c1,1,3,9,21,-6,-1,-7,28,0.2
C/C(=N\NC(=O)Cc1cccn1C)c1cccs1,2,-12,5,19,-11,1,-14,3,·
O=C(CN1CCN(c2cccc(Cl)c2)CC1)Nc1nccs1,-11,3,5,-46,-12,2,0,-7,5.8
CN1CCN(c2nc(-c3cccs3)nc3ccccc23)CC1,5,-20,5,14,-2[fluorescence artefact?],0[fluorescence artefact?],·,-4,2.4
O=C(c1ccc(C(F)(F)F)cc1)N1CCC(=O)N(C(COCc2ccc(C(F)(F)F)cc2)Cc2ccccc2)CC1 (stereo not drawn),-12,7,12,22,7,-2,1,31,0.3
CCOC(=O)c1cc2sccc2n1CC(=O)Nc1ccc(OC)cc1OC,1,1,8,28,3,0[fluorescence artefact?],1,-47,0.7
CCc1ccnc(NC(=O)NS(=O)(=O)c2ccc(C)cc2)c1,12,-5,5,-8,2,-3,16,8,0.4
COC(=O)c1sccc1NC(=O)c1cccnc1,0,-5,4,9,22,5,-5,16,0.2
O=C(NC1=NCCS1)C1CCCCC1,-5,-2,5,27,-3,2,-1,-25,4.7
Cc1cc(NS(=O)(=O)c2ccc(-c3ccccc3)cc2)no1,13,-9,8,-32,10,4,-2,31,-0.3
C=CCn1c(-c2ccc([N+](=O)[O-])cc2)n[nH]c1=S,8,17,6,-7,-4,8,7,2,1.1
COCCNC(=O)C(=O)c1cc(C)n(-c2ccc([N+](=O)[O-])cc2)c1C,1,-13,3,-1,-3,0,-2,20,-0.4
Cc1cc(C)cc(C(=O)NCC(=O)OCC(=O)Nc2cccnc2Cl)c1,17,-1,4,8,1,-1,3,11,3.1
Cc1c(NC(=O)COC(=O)Cc2ccc(Cl)cc2)c(=O)n(-c2ccccc2)n1C,5,-3,·,-9,0,-4[fluorescence artefact?],·,-11,1.2
Cc1ccc(NC(=O)c2ccccn2)cc1S(=O)(=O)N1CCOCC1,16,-6,13,-29,-10,-1,-8,-9,1.5
O=C(O)CCC(=O)OC1CC2CCC1C2 (stereo not drawn),1,-1,2,17,1[fluorescence artefact?],-13,0,1,-0.5
CCc1cc(C(=O)O)c(NC(=O)C(c2ccccc2)c2ccccc2)s1,-1,-5,6,25,1,-2,4,-27,1.7
O=C1NC(c2ccco2)Nc2sc3c(c21)CCN(Cc1ccccc1)C3 (stereo not drawn),12,-13,14,-16,2[fluorescence artefact?],-4[fluorescence artefact?],-28,-85,0.5
O=C(CCCOc1ccc(Cl)cc1Cl)NCc1ccncc1,-3,2,5,-11,-2,2,·,-4,-1.0
COCCCN(C(=S)NC(=O)c1ccc(C(C)(C)C)cc1)c1c(N)n(Cc2ccccc2)c(=O)[nH]c1=O,4,-1,0,25,-4,3,·,-14,1.4
Cc1cccc(N(C(=O)Cn2nnc3ccccc32)C(C(=O)NCc2ccco2)c2ccncc2)c1C (stereo not drawn),-4,6,13,-7,7,2,28,13,-1.9
Clc1ccccc1C1SCC2Nc3ccccc3CN21 (stereo not drawn),-5,-1,6,30,-7,-1,-5,23,-0.4

# The list is partial; the hit share may differ from the screen's.
